HTT ATP protect: cytoprotection in Huntington HTT-Q103 PC12 cell model. PC12 HTT-Q103 induced, cytoprotection, ATP luminescence, 40 h. Potency, µM (top dose mostly 56.4 µM), for inactives: cytoprotection (ATP increase), usual class: activators. 230,000 tested, 0.14% active;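 further: % of control where 0% means no effect; nearly all actives have a fitted effect of over 45% in size; toxic huntingtin expression switched on by the ecdysone agonist tebufenozide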
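Compounds were screened for protection of PC12 cells against cell death after tebufenozide induction (100 nM final) of mutant Huntingtin exon 1 (Q103) fused to GFP.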
GoLoco inh red: blocks human Gai1 binding to RGS12 GoLoco peptide, red readout. Gai1:RGS12 GoLoco peptide FP, rhodamine, 10 min. Potency, µM (doses to about 61.6 µM), for inactives: at the highest dose activity, negative = inhibition, actives largely listed as inhibitors. 230,000 tested, 0.44% active. AID 880; active means well fitted inhibition curve with a large enough effect, not every such curve was filed as active; inactive means no such curve, though single readings can be large or run the other way; further: on the % scale 0 is the no-effect control and ±100 the full control effect; nearly all actives have a fitted effect of over 30% in size; many of its hits are not listed in these tables
Target sequence (P63096 whole entry, looked up): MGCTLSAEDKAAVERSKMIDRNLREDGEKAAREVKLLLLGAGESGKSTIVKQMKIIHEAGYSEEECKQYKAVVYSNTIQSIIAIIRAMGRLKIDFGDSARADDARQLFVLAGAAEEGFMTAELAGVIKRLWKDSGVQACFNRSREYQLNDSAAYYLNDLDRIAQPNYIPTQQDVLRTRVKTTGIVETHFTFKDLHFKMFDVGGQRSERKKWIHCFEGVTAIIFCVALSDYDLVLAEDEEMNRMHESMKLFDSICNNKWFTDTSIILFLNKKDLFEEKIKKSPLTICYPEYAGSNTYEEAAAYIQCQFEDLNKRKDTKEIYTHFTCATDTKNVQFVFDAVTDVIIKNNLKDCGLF
GAA glycogen mod: GAA glycogen-cleavage inhibition or activation; recombinant GAA, glycogen substrate, Amplex Red glucose oxidase fluorescence; 300,000 tested, 0.38% active; P10253; Potency, µM (series often up to 76.4 µM), without a hit: at the top dose activity change, negative = inhibition, actives largely listed as inhibitors;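 further: 0% = full enzyme reaction and -100% = no-enzyme basal signal; the screen sought inhibitors and activators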
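Recombinant human enzyme (4 nM); glycogen substrate; 37 C, 40 min, pH 5.0. Readout: coupled glucose oxidase/Amplex Red fluorescence.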
aGlu spleen mod: inhibitors or activators of human alpha-glucosidase in spleen homogenate; 240,000 tested, 0.006% active; Potency, µM (top dose mostly 79.9 µM), for the others: at the highest dose activity change, negative = inhibition, most hits filed as inhibitors; human spleen homogenate, 4-MU-alpha-glucoside fluorescence;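 further: 0% = enzyme with vehicle and -100% = no enzyme basal signal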
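Compounds were titrated against alpha-glucosidase in spleen homogenate at pH 5.0, with 1 mM 4-methylumbelliferyl substrate for 40 min at 37 C. Reactions were quenched with pH 10 NaOH/glycine and fluorescence measured.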
GAA inhib: inhibitors of human lysosomal alpha-glucosidase. 200,000 tested, 0.005% active. AID 1466. purified human GAA, 4-MU-alpha-glucoside fluorescence. Potency, µM (doses to about 76.9 µM), for inactives: at the top dose activity change, negative = inhibition, hits mostly inhibitors;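 further: plate controls were uninhibited enzyme wells for no effect and no-enzyme background for full effect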
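Human enzyme at 4 nM with 400 uM 4-methylumbelliferyl-alpha-D-pyranoside, citrate/phosphate buffer pH 5.0, 0.005% Tween-20, 20 min at room temperature. Compounds up to 77 uM. 4-MU fluorescence (Ex 365/Em 440) read after NaOH/glycine stop; AC50 from Hill fit.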
HttQ103 aggreg: inhibitors of mutant huntingtin aggregate formation in PC12 cells; PC12 HttQ103-GFP aggregates, Acumen cytometry, 40 h; Potency, µM (doses to about 46.1 µM), without a hit: top-dose activity change, negative = inhibition, hits mostly inhibitors; 220,000 tested, 1.1% active; further: on the % scale 0 is the no-effect control and ±100 the full control effect; nearly all actives have a fitted effect of over 60% in size
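Read-out: GFP aggregate count by laser scanning cytometer (488 nm excitation, 500-530 nm emission, 1–25 µm objects >6 SD above background). Cells: PC12, inducible HTTex1-Q103-GFP, 100 nM tebufenozide; compounds titrated.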
IMPase Li inh: IMPase inhibition in cells with lithium potentiation; CHO-M1 cells, IP1 TR-FRET (IP-One), carbachol + lithium; Potency, µM (doses to about 59.4 µM), for inactives: at the highest dose activity, negative = IMPase inhibition, usual class: inhibitors; 210,000 tested, 0.35% active;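 further: IP1 builds up when IMPase is blocked and the TR-FRET signal falls; plate controls were basal vehicle for no effect and high inhibitor control for full effect; nearly all actives have a fitted effect of over 50% in size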
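CHO-M1, 2000 cells/well, 16–30 h culture; cpd + low Li+, 30 min 37C; lysis with d2-IP1/Eu-anti-IP1 Ab, 10 min RT; TR-FRET 665/620 ratio and 620 channel; AC50 via Hill.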
Active calls of the source: *; u = inconclusive; x = no result given; & = joins results of further samples; [ ] = dose if it differs, or a comment. Unless noted, the call rests on the fitted dose curve; in most records, active means well fitted curve in the direction sought with a large enough effect; inconclusive means small, poorly fitted or top-dose-only effect, or another doubt; inactive means no such curve, though single readings can be large; an effect the other way counts as inactive or inconclusive. Potency means the concentration at half of the fitted maximal effect. Not all compounds are listed. The share of hits here may be higher or lower than overall.

SMILES | HTT ATP protect | GoLoco inh red | GAA glycogen mod | aGlu spleen mod | GAA inhib | HttQ103 aggreg | IMPase Li inh
Cc1ccc(NC(=O)C(C)c2ccc(-c3ccccc3)c(F)c2)c(C)c1 (stereo not drawn) | -13% | -3% | 1% | -3% | -9% | -7% | 33%[38.3 µM]
CCCCC(=O)Nc1ccc(C(=O)NNC(=O)CCCOc2ccc(Cl)cc2Cl)cc1 | 8%[10 µM] | x | -13% | 6% | 3% | -3% | x
CC(C)CC(NS(=O)(=O)c1ccc2c(c1)oc(=O)n2C)C(=O)NCc1cccnc1 (stereo not drawn) | 5% | 15% | 6% | -7% | -7% | -7% | -7%[38.3 µM]
COc1ccc(C(=O)n2nc(-c3ccc(OC)cc3)nc2N)cc1 | 4%[10 µM] | 0% | -1% | -5% | 4% | -7% | -1%
C=C(C)COc1ccc(-c2n[nH]c(C)c2-c2ccc(Br)cc2)c(O)c1 | -16% | 4% | u | -8% | 10% | 7.9µM* | 29%[38.3 µM]
CCOc1cc(C)c(Cl)cc1S(=O)(=O)NCc1ccco1 | 9% | 10% | 5% | -11% | -4% | 8% | 25%[38.3 µM]
CCOC(=O)CSc1nnc(-c2cccc(Br)c2)o1 | 8% | 3% | -6% | 8% | -4% | -3% | -2%[38.3 µM]
COC(=O)CN1CCN(C(c2ccccc2)c2ccccc2)CC1 | 6%[0.074 µM] | 2% | -4% | -6% | 0% | -24% | 18%[38.3 µM]
Cc1cc(O)c(C)c(O)c1C(=O)O | -11% | -6% | x | 5% | x | x | -1%
CCNS(=O)(=O)c1ccc(CCC(=O)NCc2ccc(C)cc2)cc1 | 26%[10 µM] | 7% | 14% | -2% | u | 2%[9.22 µM] | 5%
CC(=O)C1=C(C)NC(C)=C(C(C)=O)C1c1ccccc1 | 21%[10 µM] | 3% | -14% | -5% | -21% | 3%[9.22 µM] | 7%
COc1ccccc1OCC(O)Cn1c(=N)n(CCN2CCCCC2)c2ccccc21 (stereo not drawn) | 5%[10 µM] | 0% | 4% | -9% | -1% | -15% | 22%[38.3 µM]
Fc1ccc(/C=C\c2nccc3c2[nH]c2ccccc23)cc1 | -133%[inhibitor] | 5% | 3% | 14% | u | 15%[9.22 µM] | 5%
CSc1ccccc1-n1nnnc1SCC(=O)Nc1ccccc1C | -3% | 7% | -3% | 6% | 2% | -2% | 40%[activator][38.3 µM]
O=C(N/N=C/c1cccc(OC(=O)N2CCOCC2)c1)c1cccs1 | 19%[10 µM] | 9% | 11% | -1% | -4% | -3% | 2%
O=S(=O)(c1ccccc1)N(Cc1nc(-c2ccccc2)no1)C1CCCCC1 | 15%[0.074 µM] | -5% | -12% | -1% | -9% | -18% | 32%[38.3 µM]
Cc1ccc(S(=O)(=O)CCC(=O)OC(C)C(=O)c2c(C)[nH]c3ccccc23)cc1 (stereo not drawn) | 19%[10 µM] | 7% | -2% | -14% | u | -7% | 3%
Cc1nc(C(F)(F)F)c(C(=O)N=CN(C)C)s1 | 11%[10 µM] | 17% | 12% | -5% | 4% | 5% | 1%
CC(C)(C)C(C(=O)O)N1CCS(=O)(=O)CC1 (stereo not drawn) | -18%[10 µM] | 5% | 1% | 3% | 4% | 7% | 2%
COc1ccc(CCn2cnc(=O)c(C#N)c2C)cc1OC | 4% | 2% | -6% | 2% | -13% | -2% | -8%

Some values from above.
Entry for `Fc1ccc(/C=C\c2nccc3c2[nH]c2ccccc23)cc1` in HTT ATP protect: -133%[inhibitor]
Entry for `COc1ccc(CCn2cnc(=O)c(C#N)c2C)cc1OC` in GAA glycogen mod: -6%

Additional compounds.
SMILES | HTT ATP protect | GoLoco inh red | GAA glycogen mod | aGlu spleen mod | GAA inhib | HttQ103 aggreg | IMPase Li inh
COc1ccc2[nH]c(C(=O)c3ccccc3)cc2c1 | -69%[inhibitor] | 1% | x | -9% | x | x | 3%
COc1cc(C=O)ccc1OCc1cccc(Br)c1 | 4%[1.9 µM] | 0% | 9% | -6% | -2% | 3% | -5%
Cc1ccc(-n2cc(-c3ccccc3)[nH]c2=O)cc1F | -9% | 29% | -7% | -10% | 0% | -15% | 27%[38.3 µM]
Cc1c(N)cc(C(=O)N2CCOCC2)cc1[N+](=O)[O-] | -4%[10 µM] | 4% | 15% | -5% | u | 12% | 1%
CCOC(=O)Cc1csc(NS(=O)(=O)c2ccc(Br)cc2)n1 | -3% | 10% | 20% | 2% | 5% | 25% | 0%
Cn1nnc(NC(=S)NC(=O)c2cccs2)n1 | -27%[0.074 µM] | -1% | 0% | -16% | -5% | -5% | 0%
O=C(NC1CCCC1)c1c[nH]c2ccc(F)cc2c1=O | -5%[10 µM] | 9% | -2% | -2% | -9% | -13% | 16%[38.3 µM]
COc1ccc(Cc2nc3ccccc3n2CC(=O)N/N=C/c2ccc(O)cc2)cc1OC | -2%[10 µM] | x | -5% | 5% | 10% | 29% | x
COC(=O)CNC(=O)C(=O)OC | -30%[inhibitor] | -4% | x | -1%&2% | x | x | 26%
Cn1c(SCC(=O)NCCN2C(=O)CSC2=O)nc2ccccc2c1=O | 4%[10 µM] | 8% | 6% | -5% | u | -13% | -3%
CCCn1c(SCC(=O)NCC2CCCO2)nc2c1c(=O)n(C)c(=O)n2C (stereo not drawn) | -11%[10 µM] | 3% | -10% | -12% | 1% | 12% | 1%[38.3 µM]
N[C@@H](Cc1ccccc1)c1nnc(SCc2ccccc2F)o1 | -12%[0.074 µM] | 2% | -6% | 3% | -3%[15.4 µM] | 5% | -4%[38.3 µM]
CCOc1cc(/C=C2\SC(=Nc3ccccc3)N(c3ccccc3)C2=O)ccc1OCC(=O)O | x | 4% | 6% | -13% | -13% | 25% | -4%
CCOC(=O)CC(=O)CSc1nc2nc(C)cc(C)n2n1 | -12%[0.074 µM] | -6% | -30% | -4% | 3% | 2% | 9%[38.3 µM]
O=C(Cc1ccc(Br)cc1)Nc1cccc(Cl)c1 | x | -3% | -13% | -2% | -1% | 16% | 14%
Cc1ccc(S(=O)(=O)NCCNC(=O)c2cc(OCC(F)(F)F)ccc2OCC(F)(F)F)cc1 | 0% | 38%[activator] | -13% | 9% | 4% | 9% | 11µM*
Nc1cc(Cl)ccc1N1C(=O)CCC1=O | 18%[10 µM] | 1% | 8% | 2% | 3% | -9%[9.22 µM] | x
COc1ccc(/C=N/NC(=O)CSc2ccccn2)cc1OC | 0%[10 µM] | -3% | -2% | 5% | -3%[15.4 µM] | -2%[9.22 µM] | x
Cc1cnn(C(=S)NCC2CCCO2)c1 (stereo not drawn) | 9%[0.074 µM] | 2% | -18% | 0% | -3% | 11% | 7%[38.3 µM]
Cc1c(C(=O)NC2CCCCC2)sc2nc3ccc(N)cc3n12 | -23% | 3% | x | 0% | x | x | 11%
CN(C)S(=O)(=O)c1cccc(C(=O)NCc2ccco2)c1 | -2% | 1% | -5% | -4% | -3% | -15% | 4%[38.3 µM]
CCCn1nnc(NC(=O)c2ccco2)n1 | -15%[0.074 µM] | -2% | 4% | 5% | 1% | -16% | 17%[38.3 µM]
CC1CCN(S(=O)(=O)N2CCC(C(=O)NC3CCCC3)CC2)CC1 | -35% | -1% | 1% | 4% | -5% | 9% | -2%
COc1ccc2[nH]c(C(=O)NCc3ccccc3)cc2c1 | 19%[10 µM] | 4% | 6% | 6% | x | 8%[9.22 µM] | x
COC(=O)C12CC3CC(C1)CC(n1cnc(Cl)n1)(C3)C2 | 21%[10 µM] | -2% | 3% | 10% | -16% | -1% | 7%
CCCCN(C)C(=S)Nc1ccc(Oc2ccccc2)cc1 | 14%[10 µM] | x | -13% | 4% | -5% | u | x
Nc1cnc(Nc2ccc(Br)cc2)nc1N | -8%[10 µM] | 6% | 7µM* | -3% | -2% | 0%[9.22 µM] | x
CCC(=O)N(Cc1ccco1)c1nc(-c2ccc(OC)cc2)cs1 | 9%[1.9 µM] | -1% | 1% | -16% | -4% | -15% | 16%
Cc1ccc(NC(=O)Cn2c(O)c(N=NC(=O)c3ccncc3)c3ccccc32)cc1 | -30%[inhibitor] | 6% | 5% | -4% | -3% | 32% | 3%
Cc1ccc(C(=O)OCC(=O)N2CCC(Cc3ccccc3)CC2)cc1N | 31%[10 µM] | 7% | -15% | 8% | 3% | 5% | 5%

Single records, as listed above.
CC1CCN(S(=O)(=O)N2CCC(C(=O)NC3CCCC3)CC2)CC1 as listed: HTT ATP protect: -35%; GoLoco inh red: -1%; GAA glycogen mod: 1%; aGlu spleen mod: 4%; GAA inhib: -5%; HttQ103 aggreg: 9%; IMPase Li inh: -2%
CN(C)S(=O)(=O)c1cccc(C(=O)NCc2ccco2)c1 as listed: HTT ATP protect: -2%; GoLoco inh red: 1%; GAA glycogen mod: -5%; aGlu spleen mod: -4%; GAA inhib: -3%; HttQ103 aggreg: -15%; IMPase Li inh: 4%[38.3 µM]

Following part.
SMILES | HTT ATP protect | GoLoco inh red | GAA glycogen mod | aGlu spleen mod | GAA inhib | HttQ103 aggreg | IMPase Li inh
COc1cc(OC)c2ccc(=O)oc2c1C(CCN1CCN(c2ccccc2)CC1)c1ccc(N(C)C)cc1 (stereo not drawn) | -7%[10 µM] | 1% | -10% | -6%&3% | x | -3%[9.22 µM] | x
COC(=O)c1oc2c(c1C)C(=O)CCC2 | 0%[10 µM] | 9% | -2% | 1% | x | 13%[9.22 µM] | x
COc1cc(/C=N/N=C(/N)c2nonc2N)cc(Br)c1OCc1cccc(C)c1 | -17% | -8% | -15% | 0% | -12% | -20% | 49%[activator][38.3 µM]
CCCSc1nnc(CN2CCOCC2)n1C | 9%[10 µM] | -14% | 2% | 2% | -3% | 19% | 14%[38.3 µM]
Cc1nc2ccccn2c1C(=O)NNS(=O)(=O)c1ccc(C(C)(C)C)cc1 | 21%[0.074 µM] | 4% | -7% | 6% | -3% | -28% | 11%
CCOC(=O)C1(C)/C(=N/Nc2ccccc2OC)C(=O)C(=O)N1c1ccccc1 (stereo not drawn) | x | 28% | -22% | 4% | 8% | x | 4%
COc1cc(/C=C(\NC(C)=O)C(=O)Nc2ccc(NC(C)=O)cc2)ccc1OC(C)=O | x | 0% | 9% | -8% | -5% | 11% | 4%
COc1ccccc1/C=C(/CC(=O)NCc1ccc(F)cc1)c1nc2ccccc2s1 | 4%[0.074 µM] | 19% | 2% | 2% | -5% | 8% | 20%
CCCCCCCCCCCCCCCC(=O)OC(C)C | -7% | 0% | x | x | x | 3% | x
COc1cccc(C2Cc3ccccc3C(=O)O2)c1 (stereo not drawn) | x | -1% | 4% | 2% | -5% | -3% | 1%
Cc1cc(C(=O)COC(=O)Cn2cnc3c2c(=O)n(C)c(=O)n3C)c(C)n1C | -5% | -1% | 4% | -8% | -6% | 13% | -7%[38.3 µM]
